# Scp-1 inhibitor: Scp-1 (human) phosphatase inhibition | Recombinant Scp1, phosphopeptide, malachite green phosphate absorbance | inhibition, % at 20 µM | actives 0.88% (n = 340,000) | AID 493091;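 active = inhibition above about 50% at 20 µM, limit read from the data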;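 also: plate controls were DMSO wells with enzyme for no effect and wells lacking enzyme for full effect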
# Target sequence (Q9GZU7 76-261 limits assumed): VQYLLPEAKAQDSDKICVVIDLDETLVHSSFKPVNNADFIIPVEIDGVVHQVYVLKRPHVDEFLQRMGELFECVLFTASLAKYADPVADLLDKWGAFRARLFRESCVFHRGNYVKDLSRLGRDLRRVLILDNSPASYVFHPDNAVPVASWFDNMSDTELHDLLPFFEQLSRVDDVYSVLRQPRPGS
#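 Test system: SCP-1 catalytic domain; Buffer or medium: Acidic Tris acetate buffer with magnesium and detergent; Also added: Phosphorylated 17-residue peptide substrate; Compound: single 20 µM dose, 1% DMSO; Schedule: enzyme reaction 45 min at room temperature, colour 5 min, stabilisation 30 min; Signal: Phosphate-binding colour reagent, absorbance read at 630 nm.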
# STEP block: inhibitors of human striatal-enriched phosphatase STEP; inhibition, % at 20 µM; P54829; actives 0.25% (n = 360,000); recombinant STEP, OMFP fluorogenic substrate, fluorescence; AID 588621;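 active = inhibition at 20 µM, scaled per plate between control wells, above about 37%, limit read from the data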;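 also: 0% = DMSO with enzyme and substrate and 100% = substrate only without enzyme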
# Target sequence (P54829 whole entry, looked up): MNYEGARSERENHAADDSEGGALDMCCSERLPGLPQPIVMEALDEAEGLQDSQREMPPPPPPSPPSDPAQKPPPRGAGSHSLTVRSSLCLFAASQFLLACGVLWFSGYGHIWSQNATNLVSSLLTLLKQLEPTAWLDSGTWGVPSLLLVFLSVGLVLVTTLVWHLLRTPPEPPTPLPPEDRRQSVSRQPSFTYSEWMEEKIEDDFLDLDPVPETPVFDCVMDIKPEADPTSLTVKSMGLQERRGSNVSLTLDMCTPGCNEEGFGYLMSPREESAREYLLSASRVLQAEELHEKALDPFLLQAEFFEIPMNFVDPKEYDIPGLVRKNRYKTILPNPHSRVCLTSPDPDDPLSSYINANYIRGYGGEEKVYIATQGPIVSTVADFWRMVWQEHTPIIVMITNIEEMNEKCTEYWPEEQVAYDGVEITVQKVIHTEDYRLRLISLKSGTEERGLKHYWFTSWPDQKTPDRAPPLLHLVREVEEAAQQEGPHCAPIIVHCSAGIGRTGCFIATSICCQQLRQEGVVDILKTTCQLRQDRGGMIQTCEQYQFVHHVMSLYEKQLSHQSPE
#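 System: STEP (striatal-enriched tyrosine phosphatase) enzyme, cell-free; medium: Bis-Tris pH 6.0 buffer with DTT, detergent; dosing: 20 µM, 1% DMSO; times: reaction 20 min, ambient temperature; detection: fluorescence, 480/540 nm; read-out basis: normalized % inhibition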
# CendR NRP1 mod: NRP-1/CendR interaction modulation; O14786; FAM-RPARPAR peptide binding to NRP-1, fluorescence polarization; inhibition, % at 25 µM; actives 0.85% (n = 360,000);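 active = inhibition or corrected inhibition above about 18%, plus a signal ratio from 0.5 to 1.5, limit read from the data, passing the limit was not always enough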; also: strong numbers were not always called active
# MsrA act: activators of bovine methionine sulfoxide reductase A | activation, % at 10.6 µM | purified bovine MsrA, absorbance read-out | actives 0.3% (n = 360,000); in the data active = activation above about 7.5%;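 also: 0% = vehicle and 100% = reference activator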
# MsrA inh: inhibits bovine methionine sulfoxide reductase A; purified bovine MsrA, absorbance read-out; inhibition, % at 15.5 µM; actives 0.75% (n = 360,000); in the data active = inhibition above about 4.5%;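 also: 0% = vehicle wells with enzyme and 100% = reference inhibitor wells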
# LMPTP inh: blocks human LMPTP phosphatase; P24666; recombinant LMPTP-A, OMFP fluorogenic substrate, fluorescence intensity; inhibition, % at 20 µM; actives 0.22% (n = 360,000); AID 651560;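 active = compounds that cut the enzyme signal by at least half of the control window in the single-dose screen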;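 also: plate controls were DMSO wells with enzyme plus substrate for no effect and substrate without enzyme for full effect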
# Target sequence (P24666 whole entry, looked up): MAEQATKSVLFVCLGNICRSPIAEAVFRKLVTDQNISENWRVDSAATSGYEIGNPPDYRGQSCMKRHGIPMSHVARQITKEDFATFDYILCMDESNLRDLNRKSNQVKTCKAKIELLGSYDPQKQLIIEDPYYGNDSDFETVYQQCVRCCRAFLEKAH
#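 Material: LMPTP-A; amount: 0.625 nM enzyme; doses: single 20 µM dose; times: reaction 50 min, room temperature, dark; technique: fluorescence intensity of OMFP turnover product; benchmarks: no-enzyme and uninhibited controls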
# Tb MetRS inh: Trypanosoma brucei MetRS inhibition; inhibition, % at 11.9 µM; actives 0.4% (n = 360,000); AID 624268; purified T. brucei MetRS, ATP depletion, Kinase-Glo luminescence;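 active = inhibition above a per-plate cutoff of the control wells' mean inhibition plus 3 SD, cut at about 5.5% in these data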;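 also: 0% = DMSO wells median and 100% = median of wells with control inhibitor compound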
#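 Test system – parasite MetRS enzyme · Reagent – substrates ATP, L-methionine and bulk Escherichia coli tRNA · Doses – 11.9 µM compound single dose, 0.9% DMSO · Times – 15 min enzyme-compound preincubation, 2 h reaction, 10 min detection, 25 °C · Signal – Kinase-Glo luminescence, ATP depletion format · Controls – DMSO-only wells as low control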
# DNMT1 block: blocks human DNA methyltransferase DNMT1 | DNMT1 molecular beacon, Hinp1I cleavage, fluorescence | inhibition (reported as % activation of signal), % at 10 µM | P26358 | actives 0.83% (n = 360,000); in the data active = inhibition above about 50%
# E coli Lon inh: E. coli protease La inhibition | actives 0.42% (n = 360,000) | inhibition, % at 7.94 µM | purified E. coli Lon protease, fluorescence polarization | P0A9M0; in the data active = inhibition above about 13%, passing the limit was not always enough;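 also: 0% = enzyme with probe and DMSO and 100% = no enzyme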
# SUMO1 PPI mod: modulators of human SUMO1-mediated protein-protein interactions. inhibition, % at 20 µM. actives 0.33% (n = 360,000). P63165. SUMO1 binding to a labelled peptide, TR-FRET, 1 h. AID 602429; in the data active = inhibition above about 37%
# Target sequence (P63165 whole entry, looked up): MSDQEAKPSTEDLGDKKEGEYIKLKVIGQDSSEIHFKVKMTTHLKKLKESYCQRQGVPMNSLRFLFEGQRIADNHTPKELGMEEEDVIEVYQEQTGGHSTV
# An asterisk follows results filed as active; x = not tested or not shown.
SMILES,Scp-1 inhibitor,STEP block,CendR NRP1 mod,MsrA act,MsrA inh,LMPTP inh,Tb MetRS inh,DNMT1 block,E coli Lon inh,SUMO1 PPI mod
CC(C)C(=O)Nc1ccc(C(=O)N2CCCCCC2)cc1,-9,-6,-7,1,-0.9,-0.3,0.7,1,-6,3
Cn1c(SCC(=O)NCCc2ccc(S(N)(=O)=O)cc2)nc2ccccc2c1=O,-3,-1,-5,-6,0.0,0.2,-0.6,-1,-10,4
CCOC(=O)C1CCN(c2nc(-c3ccc(Br)cc3)nc3ccccc23)CC1,6,1,-2,-8,0.2,3.1,-1.0,1,0,1
Cn1c(SCC(=O)Nc2ccccc2Br)nnc1-c1cnccn1,-3,-2,-8,-2,0.1,-0.7,-0.4,1,1,2
CCOC(=O)c1ccc(Nc2nc(C(=O)OCC)nc3ccccc23)cc1,4,-1,-4,0,1.6,3.1,-0.5,-2,-8,-7
O=C1NCC(Nc2ccccc2)C(=O)N1 (stereo unspecified),-8,-4,14,0,0.4,-1.9,-0.1,0,-6,0
COc1cc(-c2nnc(NC(=O)CS(=O)(=O)c3ccc(Cl)cc3)o2)cc(OC)c1OC,x,2,-4,-8,0.3,2.2,-0.5,65*,-6,7
Cc1ccc(C)c(NC(=O)CCC(=O)N/N=C/c2cccnc2)c1,-8,0,-3,-3,0.1,-0.1,-0.6,0,0,-6
O=C(Nc1cccc(F)c1)/C(=C\c1ccco1)NC(=O)c1cccs1,-6,-1,-25,-3,2.6,0.4,-0.6,-8,-30,-1
O=c1cc(C(F)F)oc2c1ccc1ccccc12,0,-7,5,-11,0.4,-1.0,-1.8,5,1,-3
C(=N\c1nc2ccccc2n1CCN1CCCCC1)/c1cccs1,-23,-5,-5,-2,-0.2,9.8,0.0,1,-5,-2
CCOC(=O)c1[nH]c(C)c(C(=O)N2CCc3ccccc32)c1C,-3,1,8,-9,0.3,-2.2,-1.1,0,0,-1
CN(C)c1ccc(C=Nc2cnn(C)c2C(N)=O)cc1,-5,1,-2,-3,4.9*,-0.4,-0.5,2,-2,-17
CC(=O)NC12CC3CC(C1)CC(C(=O)Nc1ccc(C)c(S(=O)(=O)N4CCCCCC4)c1)(C3)C2,11,-2,-1,-8,-0.2,0.7,-0.5,-6,-9,-5
Cc1ccc(NS(=O)(=O)c2c(C)ccc3nsnc23)c([N+](=O)[O-])c1,-5,-2,-4,-2,1.8,-1.4,-0.1,6,-3,-23
O=C(NCc1ccccc1)C(=O)Nc1nc(-c2ccccc2)cs1,-7,1,8,-7,0.4,0.9,-1.2,2,2,2
O=C(Nc1cc(S(=O)(=O)N2CCOCC2)ccc1N1CCCCC1)c1ccccc1,-2,-1,-5,-7,2.3,1.2,-0.4,-1,-7,2
CCN(CC)S(=O)(=O)c1ccc(Oc2ccccc2)cc1,-6,2,-12,-10,-1.9,1.5,-0.5,0,5,0
CSc1ccc(OC2(C)CCN(Cc3ccc(C(C)C)cc3)C2)cc1 (stereo unspecified),x,2,12,0,-0.7,0.3,0.3,3,-17,-1
COc1ccc(NS(=O)(=O)c2cccc(C(=O)O)c2)cc1,-9,-2,-5,-13,0.5,-1.5,-1.1,7,-5,4
O=S1(=O)CC(N2CCCCC2)CN1Cc1ccc(F)cc1 (stereo unspecified),x,11,18,-2,-1.6,-1.2,0.2,12,-6,8
CCOc1ccc(NC(=O)CSc2n[nH]c(=O)n2-c2ccccc2)cc1,2,0,-9,-3,-0.8,0.1,0.2,-3,6,1
Cc1ccc(C(=O)N/C(=C\c2cccc([N+](=O)[O-])c2)C(=O)OCN2C(=O)c3ccccc3C2=O)cc1,-3,1,0,-1,-0.4,2.3,-0.1,9,-1,-5
COc1ccc(C)cc1NC(=O)CN1CCN(c2ccccn2)CC1,-6,0,4,-1,0.6,1.2,-0.3,-3,0,1

# Look-ups from the results shown:
# For CendR NRP1 mod, `CCN(CC)S(=O)(=O)c1ccc(Oc2ccccc2)cc1` shows -12
# For E coli Lon inh, `O=S1(=O)CC(N2CCCCC2)CN1Cc1ccc(F)cc1` (stereo unspecified) shows -6
# For LMPTP inh, `O=C(Nc1cc(S(=O)(=O)N2CCOCC2)ccc1N1CCCCC1)c1ccccc1` shows 1.2
# For E coli Lon inh, `COc1ccc(NS(=O)(=O)c2cccc(C(=O)O)c2)cc1` shows -5
# For MsrA inh, `CC(=O)NC12CC3CC(C1)CC(C(=O)Nc1ccc(C)c(S(=O)(=O)N4CCCCCC4)c1)(C3)C2` shows -0.2

# (list continues)
SMILES,Scp-1 inhibitor,STEP block,CendR NRP1 mod,MsrA act,MsrA inh,LMPTP inh,Tb MetRS inh,DNMT1 block,E coli Lon inh,SUMO1 PPI mod
Cc1ccccc1OCCC(=O)N1CCN(S(=O)(=O)c2ccccc2F)CC1,-5,3,0,-3,-0.4,0.3,-0.5,0,8,9
COC(=O)C(C)N=Cc1ccccc1 (stereo unspecified),0,-3,-5,-2,-1.6,-0.2,-0.2,4,-4,2
CC1=NNC(=O)C1CC(=O)N/N=C/C=C/c1ccccc1 (stereo unspecified),-9,-1,1,-4,1.4,-1.5,0.8,1,7,-15
NS(=O)(=O)c1ccc(CNC(=O)c2ccc(S(=O)(=O)NCc3ccco3)cc2)cc1,-8,4,-3,-5,-1.3,0.7,-0.5,3,11,4
COc1ccc(NC(C)=O)cc1NC(=O)CN1CCN(CC(=O)Nc2ccc(Cl)cc2)CC1,-8,4,-4,-3,-0.1,-0.8,-0.4,-4,-2,-5
CCOc1ccc(N2C(=O)CC(N(Cc3ccco3)C(=O)CC)C2=O)cc1 (stereo unspecified),-9,-2,1,-2,-0.1,-1.0,-0.5,6,-7,1
NC(=O)/C=C/C(=O)Nc1ccc(Cl)cc1,1,2,7,-7,0.9,-1.0,0.4,6,2,-8
COc1cc(C(=O)Nc2ccccc2-c2nnn(CC(N)=O)n2)cc(OC)c1OC,-2,0,-15,-2,0.8,-0.1,-0.6,1,-17,1
CCc1[nH]nc2c1C(c1cccnc1)C(C#N)=C(N)O2 (stereo unspecified),-2,-2,1,-7,1.5,-1.7,-0.4,-7,-11,-5
COc1ccc2oc(C(=O)OC(C)C(=O)Nc3ccc(N4CCOCC4)cc3)c(C)c2c1 (stereo unspecified),-2,1,5,-2,0.1,0.2,-0.1,-7,-12,5
COc1cc(C)ccc1OCc1cc(C(=O)NC(C)Cn2cncn2)no1 (stereo unspecified),-7,2,-3,-4,0.3,-1.6,-0.5,1,11,-3
Cc1ccc(S(=O)(=O)Cc2ccc(C(=O)N3CCN(Cc4ccccc4)CC3)o2)cc1,x,0,0,-1,1.3,6.5,0.2,36,1,4
O=C(Cn1cc(C(F)(F)F)ccc1=O)N1CCCc2ccccc21,-7,-2,6,-2,1.8,-0.7,0.1,3,-3,5
COc1ccccc1OCc1nc(Cc2ccc(Cl)cc2)no1,-17,2,-2,-5,-0.7,4.5,-0.3,1,0,0
Cc1occc1-c1nnc(SCC(=O)N2CCOCC2)n1Cc1ccco1,-7,1,2,-1,0.5,-1.1,0.3,1,0,-4
NC(=O)C1CCN(CC(O)CSc2ccccc2)CC1 (stereo unspecified),0,3,-1,-7,0.0,-1.1,-0.6,0,-2,2
CC(=O)c1c(N)n(C)c(=O)n(C)c1=O,-3,7,6,-2,1.3,-1.9,-0.5,0,-7,1
COc1cccc(NC(=O)c2ccc(NCCCN3CCC(C)CC3)c([N+](=O)[O-])c2)c1,-9,10,-5,-2,-0.9,-1.0,-0.5,-1,-3,-8
C/C(=N\NC(=O)c1c(-c2ccccc2Cl)noc1C)c1cccc(NC(=O)C(C)C)c1,-8,-1,3,-2,-1.0,-1.7,-0.6,2,-6,-2
C=CCNC(=O)/C(C#N)=C\c1cc(Cl)c(OCC)c(OC)c1,-8,-2,-10,0,0.3,-2.3,0.6,0,2,-6
Cc1ccc(OC(=O)CCC(=O)Nc2ccc(C)c(C)c2)cc1,-4,0,-4,0,-1.4,0.0,-0.2,-2,1,-2
CCCC(=O)Nc1c(-c2ccccc2Cl)c(=O)c2ccccc2n1C,-3,2,0,-3,1.9,-0.5,-0.1,-2,-13,4
COc1ccc(-c2cc(C(=O)O)c3sc(N4CCCCC4)nc3n2)cc1OC,8,4,-22,-4,2.0,-1.0,0.0,-7,7,4
CN(C)S(=O)(=O)c1ccc(C(=O)NCCc2ccco2)cc1,1,-2,-6,-13,2.2,0.4,-0.9,4,3,13
N#CC1=C(N)N2C(=C(C#N)C1c1cccc(Br)c1)Nc1ccccc12 (stereo unspecified),-5,-2,0,-1,-1.2,0.7,0.1,-4,0,5
O=C(NCCCc1ccccc1)c1cc([N+](=O)[O-])ccc1Cl,-2,0,-4,1,-0.8,-0.5,1.1,6,2,-22
COC(=O)c1ccc(OCC(O)CN2CCN(C(=O)c3ccco3)CC2)c(OC)c1 (stereo unspecified),-4,1,2,-2,-0.7,-1.1,0.1,1,-1,0
COc1ccc(/C=N/Nc2nc3ccccc3[nH]2)cc1OC,-5,4,-7,-6,4.3,1.3,8.5*,4,-2,-13
COC(=O)NNC(=O)/C=C/c1ccccc1,18,0,8,0,-0.1,-1.5,0.1,3,10,-2
CCOC(=O)c1cc(CC)sc1NC(=O)COC,-4,0,-7,-2,0.9,0.1,-0.8,-3,-6,-1
O=C(COc1ccccc1Cl)NCCNC(=O)c1ccco1,-3,8,9,0,0.5,-0.7,-0.1,-2,-2,-2
O=C1NC(=S)N(C(=O)c2ccc(F)cc2)/C1=C/c1cccnc1,95*,43*,-48,-3,0.0,18,-0.7,4,-10,-18
COc1ccc(NC(=O)c2ccc[n+]([O-])c2)cc1,-1,1,2,-3,-1.1,0.3,-0.4,5,-1,2
Cc1ccc(OCC(=O)Nc2ccccc2-c2ccccc2NC(=O)COc2ccc(C)cc2)cc1,-12,2,2,-4,-0.7,2.9,-0.4,0,2,1
Cc1ccc(CN2C(=O)CN(S(C)(=O)=O)CC2(C)C(=O)NC(C)C)cc1 (stereo unspecified),x,x,-8,x,-0.6,0.0,0.1,x,x,-5
CCn1c(SCC(=O)Nc2ccc(N3CCOCC3)cc2)nnc1-c1ccncc1,1,1,9,0,-0.8,0.6,0.6,0,-3,-2
CCOc1cc(C(C(=O)NCC2CCCO2)N(C(=O)Cn2nnc3ccccc32)c2ccccc2C(C)=O)ccc1O (stereo unspecified),-7,-4,8,-2,0.5,-0.7,-0.1,4,3,2

# 2 successive compounds already listed, for reference:
SMILES,Scp-1 inhibitor,STEP block,CendR NRP1 mod,MsrA act,MsrA inh,LMPTP inh,Tb MetRS inh,DNMT1 block,E coli Lon inh,SUMO1 PPI mod
N#CC1=C(N)N2C(=C(C#N)C1c1cccc(Br)c1)Nc1ccccc12 (stereo unspecified),-5,-2,0,-1,-1.2,0.7,0.1,-4,0,5
O=C(NCCCc1ccccc1)c1cc([N+](=O)[O-])ccc1Cl,-2,0,-4,1,-0.8,-0.5,1.1,6,2,-22

# With a hit mark in MsrA inh, of those listed so far:
SMILES,Scp-1 inhibitor,CendR NRP1 mod,MsrA act,MsrA inh,LMPTP inh,Tb MetRS inh,DNMT1 block,E coli Lon inh,SUMO1 PPI mod
CN(C)c1ccc(C=Nc2cnn(C)c2C(N)=O)cc1,-5,-2,-3,4.9*,-0.4,-0.5,2,-2,-17
